hERG WT inh: qHTS for Inhibitors of KCHN2 3.1: Wildtype qHTS; Voltage-gated inwardly rectifying potassium channel KCNH2 (Homo sapiens), Q12809; U2OS, BacMam KCNH2, thallium flux FluxOr; stronger effect = lower value; activity change, % at 1.84 µM; actives 0.37% (n = 340,000);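 active means maximum activity change below -70%; inconclusive means maximum activity change between -70% and -50%; inactive means maximum activity change above -50%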; further: on the % scale 0 is the no-effect control and ±100 the full control effect
Target sequence (Q12809 whole entry, looked up): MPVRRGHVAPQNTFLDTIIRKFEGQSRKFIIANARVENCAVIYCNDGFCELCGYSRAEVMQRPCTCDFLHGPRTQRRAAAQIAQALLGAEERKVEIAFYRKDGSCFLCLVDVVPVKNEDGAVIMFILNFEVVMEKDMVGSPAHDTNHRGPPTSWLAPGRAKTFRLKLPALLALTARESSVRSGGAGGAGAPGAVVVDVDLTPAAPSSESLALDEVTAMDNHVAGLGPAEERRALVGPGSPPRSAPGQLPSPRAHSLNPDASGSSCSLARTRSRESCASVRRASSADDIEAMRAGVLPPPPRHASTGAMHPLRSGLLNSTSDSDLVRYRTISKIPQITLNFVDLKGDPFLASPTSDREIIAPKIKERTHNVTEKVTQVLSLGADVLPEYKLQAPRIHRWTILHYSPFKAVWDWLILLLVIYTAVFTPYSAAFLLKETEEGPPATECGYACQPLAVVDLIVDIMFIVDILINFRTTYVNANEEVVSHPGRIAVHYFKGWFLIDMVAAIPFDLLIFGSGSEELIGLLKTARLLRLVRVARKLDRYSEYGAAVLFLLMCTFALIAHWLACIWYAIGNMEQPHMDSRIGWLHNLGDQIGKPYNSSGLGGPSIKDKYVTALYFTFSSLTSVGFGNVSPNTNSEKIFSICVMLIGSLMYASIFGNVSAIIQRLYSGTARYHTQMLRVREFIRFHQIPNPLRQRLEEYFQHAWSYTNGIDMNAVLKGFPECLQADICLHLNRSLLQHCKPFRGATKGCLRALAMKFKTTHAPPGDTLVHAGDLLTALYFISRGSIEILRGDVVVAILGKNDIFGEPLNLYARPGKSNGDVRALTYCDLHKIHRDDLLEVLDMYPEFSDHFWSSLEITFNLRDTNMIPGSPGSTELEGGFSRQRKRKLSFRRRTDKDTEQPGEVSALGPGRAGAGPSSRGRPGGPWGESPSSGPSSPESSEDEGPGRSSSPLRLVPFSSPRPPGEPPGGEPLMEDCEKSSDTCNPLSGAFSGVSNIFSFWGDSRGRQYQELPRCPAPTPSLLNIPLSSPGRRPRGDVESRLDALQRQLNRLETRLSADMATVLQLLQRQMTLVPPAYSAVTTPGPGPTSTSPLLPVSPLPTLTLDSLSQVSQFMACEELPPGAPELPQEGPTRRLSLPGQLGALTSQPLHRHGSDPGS
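U2OS cells were transduced with wild-type KCNH2 virus (2.03 x 10^8 / mL) for 4 h at room temperature, then cultured overnight at 37 C. Thallium flux was read with FluxOr dye. Rate constants were normalized to DMSO controls.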
USP2a block: qHTS Assay for Inhibitors of Ubiquitin-specific Protease USP2a Using CHOP2 as the Reporter | USP2 core, Ub-CHOP2 coupled fluorogenic reporter, 485/531 | Ubiquitin carboxyl-terminal hydrolase 2 (Homo sapiens), O75604 | AID 463254, 2010 | actives 0.01% (n = 330,000) | Potency, µM (series often up to 38.3 µM), for inactives: at the top dose activity change, negative = inhibition, usual class: inhibitors;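 further: potency means the concentration at half of the fitted maximal effect; plate controls were DMSO wells for no effect and full inhibition by NEM control for full effect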
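USP2 core (10nM final) preincubated 30min RT with compound in 20mM Tris-HCl pH 8.0, 2mM CaCl2, 2mM beta-mercaptoethanol, 0.05% CHAPS; 25nM Ub-CHOP2 plus 25nM reporter substrate added, fluorescence (Ex485/Em531) read after 60min.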
Eya2 inh: qHTS Assay for Inhibitors of the Phosphatase Activity of Eya2; AID 488837, 2010; recombinant Eya2, OMFP fluorescence dephosphorylation (OMFP is methylfluorescein phosphate); Potency, µM (highest dose often 76.9 µM), for inactives: at the top dose activity, negative = inhibition, actives largely listed as inhibitors; Protein phosphatase EYA2 (Homo sapiens), O00167; actives 0.006% (n = 330,000); further: potency means the concentration at half of the fitted maximal effect; on the % scale 0 is the no-effect control and ±100 the full control effect
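Eya2 (0.2 uM) preincubated 10 min at ambient with compound, then OMFP substrate added at 50 uM; 10 min reaction in 50 mM HEPES pH 7.5, 50 mM NaCl, 5 uM MgCl2, 0.05% BSA, 1 mM DTT. Fluorescence read at Ex 485/Em 525 nm.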
TSHR antag: Antagonists of the Thyroid Stimulating Hormone Receptor: HTS campaign; Thyrotropin receptor (Homo sapiens), P16473; TSHR-expressing cells, TSH-stimulated cAMP HTRF, 2 h; stronger effect = lower value; activity change, negative = inhibition, % at 11.5 µM; actives 0.2% (n = 330,000); AID 504810, 2011;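 active means activity change below a set negative limit, meaning inhibition stronger than a set level, cut at about -70% in these data; inconclusive means activity change between two set negative limits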; further: on the % scale 0 is the no-effect control and ±100 the full control effect
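Competitive HTRF cAMP read-out (cryptate anti-cAMP antibody, cAMP-d2; 30 min, room temperature) in freshly harvested TSHR cells. Compounds added before TSH at EC80 (4nM final), followed by 2 hours' incubation at 37 deg C.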
ELG1 DNA repair: qHTS screen for small molecules that inhibit ELG1-dependent DNA repair in human embryonic kidney (HEK293T) cells expressing luciferase-tagged ELG1. HEK293T ELG1-luciferase reporter, luminescence, 16 h; DNA damage induced by 5-fluorouridine. Potency, µM (series often up to 46.1 µM), for the others: top-dose activity change, negative = inhibition, hits mostly inhibitors. actives 2.3% (n = 330,000). AID 504467, 2011; further: potency means the concentration at half of the fitted maximal effect; on the % scale 0 is the no-effect control and ±100 the full control effect; nearly all actives have a fitted effect of over 55% in size
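Quantitative HTS, concentration-response format. 2,000 cells/well co-treated with 5-fluorouridine and compound, 16 hr in 5% CO2 at 37 °C; ONE-Glo luminescence read after 30 min.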
A-T KAP1 phos: qHTS Assay for Identifying a Potential Treatment of Ataxia-Telangiectasia; […] A-T fibroblasts, KAP-1 phosphorylation AlphaLISA; neocarzinostatin DNA damage 30 min before lysis; Potency, µM (titrated, usually from 57.5 µM), for inactives: at the top dose activation, actives largely listed as activators; actives 0.19% (n = 320,000); AID 485349, 2010; further: potency means the concentration at half of the fitted maximal effect; % of control where 0% means no effect; nearly all actives have a fitted effect of over 45% in size
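ATM-like activity read as KAP-1 phosphorylation via AlphaLISA donor/acceptor antibody pairs after lysis and 6 hr at 25C. Cells were ATM-null patient fibroblasts ([…], hTERT), dosed 60 min, then exposed to the DSB inducer NCS for 30 min.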
Mito fusion yeast: qHTS Assay for Small Molecule Inhibitors of Mitochondrial Division or Activators of Mitochondrial Fusion; S. cerevisiae fusion-defective mutant growth rescue, CellTiterGlo 48 h; Potency, µM (titrated, usually from 46.1 µM), without a hit: at the highest dose growth rescue (activation), actives largely listed as activators; actives 0.23% (n = 320,000);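 further: potency means the concentration at half of the fitted maximal effect; % of control where 0% means no effect; nearly all actives have a fitted effect of over 45% in size; temperature-sensitive fusion mutants such as fzo1-1 at 37 °C on non-fermentable ethanol glycerol medium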
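Compounds are tested for their ability to restore growth of mitochondrial fusion-defective yeast strains at non-permissive 37C in YPEG medium over 48 hours. Viability is quantified by luciferase luminescence.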
TRPV1 agonist: HTS Assay for Compounds that Act as Agonists of the Vanilloid Receptor 1; actives 0.19% (n = 320,000); activation, % at 8.33 µM; TRPV1-expressing cells, Fluo-8 calcium influx, agonist mode; Transient receptor potential cation channel subfamily V member 1 (Homo sapiens), Q8NER1; in the data active means activation above about 80%; inconclusive means between about 30% and that limit; further: 0% is about no effect
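TRPV1-expressing cells were cultured overnight at 35.5C and loaded with Fluo-8 calcium dye for 40 to 90 min at room temperature. After a 10 s baseline, compound was added and calcium influx was read kinetically for 3 min (ex 480/em 520 nm).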
KCNH2 3.1 block: qHTS for Inhibitors of KCHN2 3.1: Mutant qHTS; Potassium voltage-gated channel subfamily H member 2, brain isoform KCNH2 3.1 (human); U2OS KCNH2 3.1, thallium flux FluxOr; stronger effect = lower value; activity change, % (tested at about 1.8 µM); actives 0.95% (n = 340,000);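 active means maximum activity change below -70%; inconclusive means maximum activity change from -70% to -50%; inactive means maximum activity change above -50%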;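 further: thallium influx rate constant from kinetic fluorescence after stimulation buffer; on the % scale 0 is the no-effect control and ±100 the full control effect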
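FluxOr-based Tl+ influx in U2OS cells transduced with KCNH2 3.1 virus; rate constants normalized to DMSO controls.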
TCR activator: Activators of T cell receptors: qHTS campaign; primary human leukocytes, anti-CD3, IL-2 HTRF, 48 h; Potency, µM (series often up to 9.22 µM), for the others: at the highest dose activation of IL-2 secretion, actives largely listed as activators; 330,000 tested, under 10 active; AID 504894, 2011; further: % of control where 0% means no effect
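IL-2 release read by HTRF sandwich (Eu cryptate donor, d2 acceptor, 665 nm emission) after 48 hr exposure of primary human leukocytes to compound together with anti-CD3 beads in the absence of co-stimulatory signals.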
An asterisk follows results filed as active; ? = inconclusive; . = not tested or not shown; [ ] = dose if it differs, or a comment. Unless noted, the call rests on the fitted dose curve; in most records, active means well fitted curve in the direction sought with a large enough effect; inconclusive means small, poorly fitted or top-dose-only effect, or another doubt; inactive means no such curve, though single readings can be large; an effect the other way counts as inactive or inconclusive. Only part of the results is shown; the hit share may differ from the screen's.

mol,USP2a block,Mito fusion yeast,Eya2 inh,TSHR antag,TRPV1 agonist,A-T KAP1 phos,hERG WT inh,TCR activator,KCNH2 3.1 block,ELG1 DNA repair
COc1ccc2ccccc2c1/C=N/NC(=S)NCCN1CCOCC1,1%,4%,6%,-4,-2,-1%,6,3%,-50,?
CCOC(=O)N1CCC(NC(=O)c2cccnc2SC)CC1,1%,9%,0%,26,4,20%,-7,5%,11,10%
CCOC(=O)CN1NC2(CCCCCCC2)NC1=S,0%,-2%,-8%,-9,0,-4%,3,-8%,-4,7%
CC(C)NC(=O)CSc1nccc(-c2cccs2)n1,-1%,3%,12%,14,1,0%,0,1%,17,6%
Cc1c(C(=O)N2CCOCC2)sc(NC(=O)Cc2ccccc2)c1C#N,1%,-3%,10%,-17,5,-1%,-13,5%,-6,-14%
Cc1onc(-c2ccccc2)c1C(=O)n1cccn1,4%,4%,-11%,9,-2,-1%,1,0%,0,4%
CCOC(=O)C1CCN(C(=O)Cn2cnc3sc(C)c(S(=O)(=O)N4CCCCC4)c3c2=O)CC1,0%,-1%,11%,4,0,2%,5,5%,6,6%
COC(=O)c1cc(NS(=O)(=O)c2ccc(N3CCCCC3)c([N+](=O)[O-])c2)cc(C(=O)OC)c1,-10%,2%,0%,15,-3,32%,18,3%,5,-5%
O=C(Nc1ccc(Oc2ccccc2)nc1)C1CCCCN1Cc1ccc(O)cc1 (centres undefined),2%,0%,-2%,29,-4,-3%,.,.,.,1%
Cc1ccc(-n2[nH]c(C)c(/C=N/n3c(C)nc4ccccc4c3=O)c2=O)cc1,-2%,-19%,-11%,-1,-1,3%,15,.,-1,-13%
CCOC(=O)c1[nH]c(C)c(C(=O)N2CCN(C(=O)OCC)CC2)c1CC,0%,0%,-14%,-2,-12,7%,-5,-10%,32,1%
COc1ccc(/C=C/C(=O)Nc2cccc(C(C)=O)c2)cc1,1%,-4%,-2%,-11,?,9%,-2,-6%[46.1 µM],-12,?
COc1cccc(CNS(=O)(=O)c2ccc(-n3cnnn3)c(C)c2)c1,0%,-1%,-4%,-7,9,-3%,-12,-4%,9,6%
CCOC(=O)Cn1nc(C)c(NC(=O)COc2ccc(F)cc2F)c1C,-1%,-1%,?,12,3,0%,.,.,.,-19%
COc1ccc(OC)cc1,-1%,.,0%,39,.,9%,0,-5%,-8,3%
CC(Nc1ccnc2cc(Cl)ccc12)c1ccc(S(N)(=O)=O)cc1 (centres undefined),0%,-1%,0%,6,2,-3%,14,2%,-22,-7%
CSc1ccccc1COC(=O)Nc1ccccc1C,8%,2%,?,-7,14,1%,0,5%,-3,2%
CN=Cc1nc(-c2ccccc2)oc1O,0%,2%,-19%,-1,1,-3%,2,-1%[46.1 µM],3,?
CSC1=NCCN1C(=O)c1ccc(S(=O)(=O)N2CCCCC2)cc1,2%,3%,1%,0,4,9%,-3,-1%,6,-9%
CC(O)CC(C(=O)NNc1ccccc1)C(=O)NNc1ccccc1 (centres undefined),13%,-5%,11%,16,0,-3%,-2,10%,-4,?
COc1ccc(/C(C)=N/NC(=O)CNC(=O)/C=C\c2ccccc2OC)c(OC)c1,-1%,-7%,-28%,10,-1,1%,-2,-7%,1,-1%
CCOc1ccc(S(=O)(=O)N2CCCCC2)cc1NC(=O)c1cccnc1OCC,1%,.,-18%,-6,.,0%,14,.,10,?
CNC(=S)NCCc1c[nH]c2ccc(OC)cc12,-5%,1%,7%,3,-1,2%,0,-11%,-12,-2%
CCCc1c(O)nc(SCc2ccccc2)[nH]c1=O,-2%,-3%,-11%,-4,-1,6%,2,2%,-1,9%
COc1ccc(/C=C/C(=O)NC(=S)Nc2ccc(S(=O)(=O)Nc3nccnc3OC)cc2)cc1,-1%,-3%,-4%,-26,4,8%,-2,3%[46.1 µM],4,9%
CC(NC(=O)CN1CCN(c2ncccn2)CC1)c1ccc(F)cc1 (centres undefined),-1%,3%,10%,1,-6,-5%,3,-1%,-1,1%
CCOC(=O)C1CCCN(C(=O)C(C)(C)Oc2ccc(Cl)cc2)C1 (centres undefined),0%,11%,-12%,-13,?,1%,2,-7%,-7,1%
CN(C)c1ccc(NC(=O)Nc2ccc3c(c2)nnn3C)cc1,0%,-1%,2%,-14,3,-5%,21,1%,-2,?
O=C(NCC1CCCO1)c1ccc(CNS(=O)(=O)c2ccc(F)c(Cl)c2)cc1 (centres undefined),1%,4%,15%,21,1,4%,3,.,-6,7%
COc1ccccc1CNS(=O)(=O)c1ccc2c(c1)CCCN2C(C)=O,-4%,-5%,-5%,2,1,-13%,-1,-3%,-6,5%
CC(=O)Nc1ccc(S(=O)(=O)Nc2cccc(N(C)S(C)(=O)=O)c2)cc1,.,-2%,.,.,-2,.,3,0%,-13,.
CCOC(=O)c1c(CSc2ccccc2)n(C)c2cc(Br)c(OC)c(O)c12,-1%,4%,2%,-2,6,-3%,-19,-4%,-9,-11%
COc1cccc(-c2cc(C(=O)NN3CCOCC3)c3ccccc3n2)c1,1%,-7%,-1%,-4,-1,0%,0,3%[46.1 µM],-6,-17%
CC/C=C(\NC(C)=O)c1ccccc1,1%,-4%,5%,-31,3,13%,-5,-2%,11,6%
CCc1c(O)nc(SCc2ccc(F)cc2)[nH]c1=O,1%,2%,1%,-7,-4,-4%,-3,.,7,-8%
Cc1cc(C(=O)OCC(=O)NCCCN2CCCC2=O)c2ccccc2n1,3%,1%,6%,.,-2,-2%,-2,-1%,5,-2%
CCn1ncc(C2=NOC(C(=O)Nc3cc(OC)c(Cl)cc3OC)C2)c1C (centres undefined),1%,-4%,-6%,-11,4,-3%,15,1%,1,5%
COc1ccc2c(C)cc(N3CCN(c4ccc(F)cc4)CC3)nc2c1,2%,-1%,2%,-17,-5,1%,-35,-2%,-91*,?
CCOC(=O)C(NC(=O)Nc1ccc(Cl)cn1)(Oc1ccccc1)C(F)(F)F (centres undefined),-4%,1%,6%,5,-5,-3%,7,1%[46.1 µM],2,-7%
CCOCc1nnc(NC(=O)c2cc(Cl)ccc2OC)s1,0%,6%,-4%,3,?,2%,4,1%,29,7%
COCCn1c(SCC(=O)c2ccccc2)nc2c(c1=O)SCC2,5%,18%,-24%,1,-4,-2%,-15,9%,12,0%
CCOC(=O)N1CCC(Nc2c(Nc3cccc(CC)c3)c(=O)c2=O)CC1,-3%,0%,1%,14,0,.,-4,2%,10,?
CCC(C)[C@@H](C(=O)Nc1ccc(OC)c(OC)c1)N1Cc2ccccc2C1=O (some centres undefined),-4%,5%,3%,18,?,?,3,0%,-9,-10%
CC(=O)c1sc(N/N=C\c2cccc(Br)c2)nc1C,0%,?,0%,-1,18,-1%,-7,3%[46.1 µM],-14,?
Cc1nnc(SCC(=O)Nc2c(Cl)cccc2Cl)n(N)c1=O,2%,-9%,15%,5,-1,-1%,-19,4%,5,3%
CSc1nc2ncc(C#N)cn2n1,-1%,8%,-13%,-5,2,-8%,7,-1%,2,-6%
CCCNC(=O)C1CC(=O)N(c2ccc(OCc3ccc(Cl)cc3)cc2)C1 (centres undefined),1%,2%,3%,5,-3,2%,-19,.,-12,?
N#Cc1ccccc1OCC(=O)NC(=O)NCc1ccco1,2%,8%,-1%,0,0,4%,-15,3%,3,?
N#CC(C#N)=C/C(C#N)=C(/N)N1CCN(c2ccc(Cl)cc2)CC1,0%,5%,-18%,-12,-1,0%,9,-2%,0,?
O=C(NC(=S)Nc1ccc(N2CCOCC2)c(Cl)c1)c1cncc(Br)c1,-4%,-3%,-12%,16,-4,1%,2,1%[46.1 µM],3,?
Cc1ccc(SCCC(=O)NC2CC2)cc1,3%,-2%,2%,-4,5,2%,2,5%,16,14%

High-throughput results: PubChem, National Center for Advancing Translational Sciences (NCATS)
